High-throughput results as filed in PubChem.
aSyn yeast inh: inhibitors of alpha-synuclein toxicity in yeast. Yeast expressing alpha-synuclein, growth rescue, BacTiter-Glo, 24 h. Potency, µM (series often up to 46.1 µM), for inactives: top-dose growth rescue (activation), hits mostly activators. 0.14% of 370,000 active. AID 652106; further: % of control where 0% means no effect; nearly all actives have a fitted effect of over 65% in size
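Galactose-induced alpha-syn yeast (OD600=0.02, raffinose-pregrown) + pinned cpd, 24 hr, 30 deg C; growth by BacTiter-Glo luminescence. Growth restoration scores as activation.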
EPAC1 antag: EPAC1 (human) antagonism; Potency, µM (doses to about 115 µM), inactives show at the highest dose activity change, negative = inhibition, usual class: inhibitors; 0.14% of 360,000 active; EPAC1 GEF assay, Rap1b-BODIPY-GDP exchange fluorescence; O95398;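 further: plate controls were vehicle for no effect and positive control for full effect; nearly all actives have a fitted effect of over 50% in size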
Target sequence (O95398 whole entry, looked up): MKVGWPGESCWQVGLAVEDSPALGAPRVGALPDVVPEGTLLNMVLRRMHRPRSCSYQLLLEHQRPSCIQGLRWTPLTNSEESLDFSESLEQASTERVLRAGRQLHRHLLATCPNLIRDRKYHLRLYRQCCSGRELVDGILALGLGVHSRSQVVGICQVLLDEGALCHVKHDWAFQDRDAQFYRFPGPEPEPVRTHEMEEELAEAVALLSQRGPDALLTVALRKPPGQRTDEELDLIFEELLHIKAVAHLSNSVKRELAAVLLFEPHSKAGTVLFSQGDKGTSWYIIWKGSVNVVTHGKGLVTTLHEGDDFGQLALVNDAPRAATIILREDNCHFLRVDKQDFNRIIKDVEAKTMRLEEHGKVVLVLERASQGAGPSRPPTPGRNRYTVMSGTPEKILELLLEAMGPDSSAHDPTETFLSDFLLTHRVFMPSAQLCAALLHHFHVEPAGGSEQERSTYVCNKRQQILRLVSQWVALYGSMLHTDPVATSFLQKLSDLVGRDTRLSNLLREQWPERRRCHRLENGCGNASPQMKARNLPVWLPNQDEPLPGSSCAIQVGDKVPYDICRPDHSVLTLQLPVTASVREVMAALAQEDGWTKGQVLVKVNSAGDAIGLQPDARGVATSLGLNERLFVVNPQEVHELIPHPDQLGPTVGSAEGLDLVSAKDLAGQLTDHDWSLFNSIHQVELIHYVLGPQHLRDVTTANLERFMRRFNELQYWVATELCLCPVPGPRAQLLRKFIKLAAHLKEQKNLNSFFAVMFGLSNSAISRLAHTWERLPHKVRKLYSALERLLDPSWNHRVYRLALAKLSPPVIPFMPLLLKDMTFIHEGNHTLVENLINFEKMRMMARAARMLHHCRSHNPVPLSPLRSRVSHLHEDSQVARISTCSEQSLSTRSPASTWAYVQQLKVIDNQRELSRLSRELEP
FUS yeast rescue: FUS proteinopathy suppression in yeast. S. cerevisiae FUS-expressing, growth rescue, OD600, 24 h. Potency, µM (highest dose often 76.6 µM), inactives show at the top dose growth rescue (activation), most hits filed as activators. 0.24% of 390,000 active. AID 1347120;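 further: plate controls were DMSO vehicle for no effect and reference control for full effect; nearly all actives have a fitted effect of over 55% in size; some results filed as inactive show a strong effect at the top dose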
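Compound concentration series was pinned onto galactose-induced FUS-expressing yeast seeded at OD 0.005. Plates sat 24hr at 30C; absorbance at 600 nm gave growth. DMSO served as background control.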
TDP43 rescue: rescues yeast growth from TDP-43 toxicity | TDP-43 expressing yeast growth rescue, BacTiter-Glo, 24 h | Potency, µM (titrated, usually from 46.1 µM), without a hit: at the top dose growth rescue (activation), actives largely listed as activators | 1.8% of 410,000 active; further: % of control where 0% means no effect; nearly all actives have a fitted effect of over 50% in size
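Cell-based yeast growth screen: TDP-43 expression induced in galactose, inoculum OD600=0.02 after raffinose pregrowth to mid-log. Read-out BacTiter-Glo luminescence at 24 hr, 30 deg C; inhibition of toxicity seen as signal increase.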
EPAC2 antag: blocks human EPAC2 exchange factor | Q8WZA2 | EPAC2 GEF exchange of Rap1B-BODIPY-GDP, fluorescence | Potency, µM (top dose mostly 114 µM), inactives show at the highest dose activity, negative = inhibition, most hits filed as inhibitors | 0.18% of 360,000 active | AID 720708; further: on the % scale 0 is the no-effect control and ±100 the full control effect; nearly all actives have a fitted effect of over 45% in size; many of its hits are not listed in these tables
EPAC1 ag: activates human EPAC1 exchange factor; AID 720707; Potency, µM (top dose mostly 154 µM), for the others: top-dose activation, actives largely listed as activators; 0.073% of 360,000 active; O95398; EPAC1 agonist qHTS, biochemical assay; response scale: 100% = response to 6.5 mM cAMP; further: nearly all actives have a fitted effect of over 60% in size
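EPAC1 100 nM, Rap1B–BODIPY-GDP 250 nM, unlabeled GDP 50 uM; compound titration; 5 min RT; kinetic read ex480/em540 at 5-min intervals ×30 min; data normalized to 6.5 mM cAMP agonist control.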
PTHR1 agonist: PTHR1 (human) receptor agonism; HEK293 GP2 PTHR1 cells, GloSensor cAMP luminescence, 1 h; Potency, µM (doses to about 115 µM), for the others: at the top dose activation, most hits filed as activators; 0.075% of 410,000 active; AID 743266; further: nearly all actives have a fitted effect of over 55% in size; some results filed as inactive show a strong effect at the top dose; inactives centre near -15; many of its hits are not listed in these tables
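HEK-293-derived GP2 cells expressing PTHR1 and a GloSensor cAMP reporter, 3,000/well, plated overnight, given luciferin plus IBMX (each 0.5 mM as added) for 1 h at 37 °C, then compound for 1 h at 37 °C. Luminescence was read after 15 min at room temperature.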
EPAC2 ag: agonists of human EPAC2 (RAPGEF4); Q8WZA2; EPAC2 activation, biochemical qHTS; response scale: 100% = 6.5 mM cAMP response; Potency, µM (highest dose often 154 µM), inactives show top-dose activation, actives largely listed as activators; 0.079% of 360,000 active; AID 720711; further: nearly all actives have a fitted effect of over 50% in size
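Fluorescence exchange assay: 100 nM EPAC2 with 250 nM RAP1B-BODIPY-GDP and 50 uM GDP; compounds tested as a concentration-titration series (qHTS). Loss of Rap1-bound BODIPY-GDP fluorescence read at 480/540 nm; data normalized to 6.5 mM cAMP.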
Active calls of the source: *; i = inactive; ? = inconclusive; · = not tested or not shown; & = joins results of further samples; [ ] = another dose, or the depositor's remark. The call rests on the fitted dose curve; in most records, active means well fitted curve in the direction sought with a large enough effect; inconclusive means small, poorly fitted or top-dose-only effect, or another doubt; inactive means no such curve, though single readings can be large; an effect the other way counts as inactive or inconclusive. Potency means the concentration at half of the fitted maximal effect. The list is partial. The share of hits here may be higher or lower than overall.

SMILES | aSyn yeast inh | EPAC1 antag | FUS yeast rescue | TDP43 rescue | EPAC2 antag | EPAC1 ag | PTHR1 agonist | EPAC2 ag
Cc1cc2ccccc2n1CCNC(=O)C(C)(C)C | -2% | 0% | 4% | 4% | 9% | 2% | i | 8%
CCC(C)/C(C)=N/NC(=O)c1ccccc1OCCOc1ccccc1 (stereo not drawn) | 2% | -2% | 3% | 1% | -2% | 1% | i | 10%
CNC(=O)c1c(NC(=O)c2ccc(N3C(=O)CCC3=O)cc2)sc2c1CCC(C)C2 (stereo not drawn) | 1% | 0% | · | 32µM* | 6% | -7% | -25% | -1%
CO/N=C/C(NC(=O)c1ccc(C(F)(F)F)cc1)C(=O)OC (stereo not drawn) | 2% | -2% | -7% | 3% | -3% | -2% | i | 3%
CCc1nc2c(OCc3cccc(OC)c3)cccn2c1N(C)C(=O)c1ccc(OC)cc1 | -7% | -7% | 19% | 22% | -12% | 18% | -9% | 15%
O=c1c2ccccc2nc(-c2ccco2)n1/N=C/c1ccco1 | -17% | 1% | -10% | 7% | 3% | -4% | -8%[57.5 µM] | 0%
COC/C=C/C1=CC2=CC(=O)C(C)(OC(=O)c3cnc4ccccc4n3)C(=O)C2=CN1c1ccccc1 (stereo not drawn) | 2% | -28% | 37% | 9% | 9% | 1% | -26% | 6%
Cc1[nH]c2ccccc2c1C(=O)C(C)OC(=O)C1CCC1 (stereo not drawn) | -12% | -10% | 11% | 22% | -2% | -7% | -10% | -1%
O=C(NCC1CCCCC1)C1CCC(=O)N(CCc2cccc(F)c2)C1 (stereo not drawn) | -1% | 8% | -8% | 17% | 0% | 6% | i | -5%
COC(=O)C(C)Sc1nc2c(cnn2-c2ccccc2)c(=O)[nH]1 (stereo not drawn) | -3% | -12% | -9% | 11% | 0% | -10% | -16% | 2%
CCCCCOCC1CC(C/C(C)=N/NC(N)=O)(C(=O)OCC)C(=O)O1 (stereo not drawn) | 0% | 9% | 11% | 3% | 4% | -4% | i | 7%
CN(Cc1cccc(Cl)c1)C(=O)C1CSC2(C)CCC(=O)N12 (stereo not drawn) | 4% | 1% | -5% | 13% | 15% | -13% | i | -2%
N#C/C(=C\c1ccc(-c2ccc([N+](=O)[O-])cc2Br)o1)C(=O)N1CCN(c2ccccc2)CC1 | 1% | -21% | -4% | 5% | 1% | -9% | -22% | 6%
Cn1nc(C(=O)N2CCCc3ccccc32)c2ccccc2c1=O | 2% | -6% | -44% | 13% | 0% | 0% | -40%[inhibitor] | 3%
O=C(CN1CCN(C/C=C/c2ccccc2)CC1)NC(=O)NC1CCCCC1 | -1% | -3% | 15% | 11% | 2% | -2% | -9% | -8%
Clc1cccc(OCCCN2CCCC2)c1Cl | -1% | -5% | -23% | -6% | 2% | -2% | 7% | 6%
O=C(Nc1cccc(-n2cccn2)c1)C1CCCN(Cc2cc3ccccc3[nH]2)C1 (stereo not drawn) | -1% | -16% | 9% | 9% | -4% | -18% | i | 10%
CC1=CC2=NC(=O)/C(=C\c3cccn3CCOc3cc(C)ccc3C)C(=N)N2O1 | 5% | -15% | 31% | 16µM* | -3% | 17% | -3% | 11%
OC(CNCc1ccccc1)Cn1ccc2ccccc21 (stereo not drawn) | 1% | -9% | 25% | -7% | -3% | 9% | i | 13%
O=C(O)CCc1ccc(-c2cccs2)n1NC(=O)c1ccccc1Br | 1% | 6% | ? | 3% | 21% | 0% | i | 0%
O=C(CNC(=O)c1ccco1)NCc1nc2ccccc2[nH]1 | -2% | -10% | 9% | 14% | 15% | -2% | -3% | -2%
CN(C)c1ccc2c3c(ccc(N(C)C)c13)COC2 | 5% | 10% | -7% | -9%[9.22 µM] | 4% | -7% | i | -1%
Cc1cc2ccccc2n2c(SCC(=O)NCC3CCCO3)nnc12 (stereo not drawn) | 1% | -14% | -9% | 8% | 7% | -10% | -31%[inhibitor] | -4%
O=C(c1ccco1)N1CCN(C(=O)c2[nH]ncc2[N+](=O)[O-])CC1 | 0% | 9% | 3% | 7% | -3% | 0% | -13% | 6%
Cc1cc(C)nc(SCc2cc(=O)c(OC(=O)c3ccc(S(=O)(=O)N4CCCC4)cc3)co2)n1 | 8% | 1% | 28% | -58%[inhibitor] | -7% | 8% | -17% | 6%

Complete entries, looked up by structure. Values in the order: aSyn yeast inh, EPAC1 antag, FUS yeast rescue, TDP43 rescue, EPAC2 antag, EPAC1 ag, PTHR1 agonist, EPAC2 ag
O=C(NCC1CCCCC1)C1CCC(=O)N(CCc2cccc(F)c2)C1 (stereo not drawn) is listed as -1%, 8%, -8%, 17%, 0%, 6%, i, -5%
O=C(CN1CCN(C/C=C/c2ccccc2)CC1)NC(=O)NC1CCCCC1 is listed as -1%, -3%, 15%, 11%, 2%, -2%, -9%, -8%
CCCCCOCC1CC(C/C(C)=N/NC(N)=O)(C(=O)OCC)C(=O)O1 (stereo not drawn) is listed as 0%, 9%, 11%, 3%, 4%, -4%, i, 7%
CN(Cc1cccc(Cl)c1)C(=O)C1CSC2(C)CCC(=O)N12 (stereo not drawn) is listed as 4%, 1%, -5%, 13%, 15%, -13%, i, -2%

New compounds follow
SMILES | aSyn yeast inh | EPAC1 antag | FUS yeast rescue | TDP43 rescue | EPAC2 antag | EPAC1 ag | PTHR1 agonist | EPAC2 ag
COC(=O)CCCCCN1C(=O)NC(c2ccccc2)C(C(=O)OCc2ccccc2)=C1C (stereo not drawn) | ? | -14% | 8% | -3% | -18% | -9% | -19% | 4%
O=C(NCCN1CCCCC1)c1cc(Cl)ccc1Cl | -14% | -7% | -13% | -21% | -4% | 9% | i | 3%
O=C(Nc1ccc(-c2csc(Nc3ccc(Cl)cc3)n2)cc1)c1cccc(C(F)(F)F)c1 | -8% | -27% | -4% | 8% | -1% | -4% | i | 6%
CCOc1cc(C2C(C#N)=C(N)OC(C)=C2C(C)=O)cc(Br)c1O (stereo not drawn) | 8% | 17% | 14% | 3% | 22% | ? | -2%[57.5 µM] | ?
CC1CCCN(S(=O)(=O)c2ccc(NC(=O)[C@@H]3CCCN3C(=O)c3cccs3)cc2)C1 (stereo partly drawn) | -3% | -2% | ? | 12% | 4% | 2% | -18% | 2%
COC(=O)c1sc(NC(=O)C2CCCO2)c(C(=O)OC)c1C (stereo not drawn) | 5% | -1% | 8% | 1% | 14% | -5% | -3%[57.5 µM] | 2%
COC(=O)CCC(=O)Nc1nc(-c2ccccc2)cs1 | -2% | -18% | 10% | ? | 7% | -3% | -30%[inhibitor] | 7%
O=C(O)COc1ccccc1/C=C1\SC(=Nc2ccc(F)cc2)N(c2ccc(F)cc2)C1=O | 3% | 6% | -30% | 8% | 25% | -3% | -15% | 2%
CNC(=O)CCC(=O)Nc1ccc(C)cc1 | -5% | -2% | -7% | 8% | 4% | 1% | 0% | 11%
O=C(NCc1ccco1)c1ccc(Cl)c(S(=O)(=O)N2CCCC2)c1 | -10% | -5% | 22% | 13% | -7% | -3% | i | 3%
COc1ccc(NC(=O)[C@@H]2CCCN2S(=O)(=O)c2cccc3cccnc23)cc1 | 0% | -6% | 5% | 18% | -7% | -5% | -10% | 7%
CCCCn1nc(C(=O)Nc2cc(C(F)(F)F)ccc2N2CCOCC2)ccc1=O | 2% | -16% | 16% | ? | -8% | -13% | -17% | 2%
COc1ccc(-n2c(N)c(C(=O)NCc3ccco3)c3nc4ccccc4nc32)cc1 | 1% | 1% | 29% | -3% | 4% | 9% | -1% | 12%
CCn1nnnc1-c1ccc(OC)c(S(=O)(=O)NCc2ccccc2)c1 | 2% | -4% | 23% | 19% | -3% | 3% | -14% | 12%
COc1ccc(/C=C/C(=O)OCC(=O)NC2CCS(=O)(=O)C2)cc1 (stereo not drawn) | 0% | -12% | -26% | -5% | 19% | 0% | -18% | 4%
CCOC(=O)N/N=C\c1ccc(C)s1 | -7% | 1% | -10% | 28% | 1% | 18% | i | 5%
CCCCC(=O)NS(=O)(=O)c1ccc(N=NN(CC)CC)cc1 | -2% | 11% | 27% | -15% | 2% | 8% | i | -1%
Cc1cc(C)n2c(SCC(=O)NCc3ccc4c(c3)OCO4)nnc2n1 | 0% | -7% | 9% | -4% | 7% | 1% | -24% | 10%
Cc1cc(C)c(OCCN(C)C)c(Cl)c1 | -10% | 6% | -7% | 15%[9.22 µM] | -7% | -4% | i | 1%
Cc1cccc(NC(=S)NC(=O)c2ccco2)n1 | 1% | -4% | 3% | 0% | -5% | -8% | -8% | 12%
CCO[C@H]1OC(C(=O)O)=C[C@@H](c2ccccc2)[C@@H]1CCCO | 0% | 9% | -13% | -9% | -3% | -16% | 6% | 6%
O=C(O)CNc1nc(NCc2ccc(Cl)cc2)ccc1[N+](=O)[O-] | 3% | -13% | -23% | 10% | -9% | 18% | i | 7%
C=CCN(CC(=O)NCc1ccc(OC)cc1)C(=O)c1csnn1 | -8% | 1% | 11% | 17% | -4% | 5% | i | 12%
CCC(C)C(=O)Nc1ccc(S(=O)(=O)Nc2nccs2)cc1 (stereo not drawn) | 0% | -14% | -14% | -5% | 11% | -2% | i | 5%
CCc1[nH]nc2c1C1(CCOC1C)C(C#N)=C(N)O2 (stereo not drawn) | 2% | 1% | 18% | -15% | -1% | 5% | -7% | 4%

2 of the compounds above, tab-delimited.
SMILES	aSyn yeast inh	EPAC1 antag	FUS yeast rescue	TDP43 rescue	EPAC2 antag	EPAC1 ag	PTHR1 agonist	EPAC2 ag
COC(=O)CCC(=O)Nc1nc(-c2ccccc2)cs1	-2%	-18%	10%	?	7%	-3%	-30%[inhibitor]	7%
O=C(NCc1ccco1)c1ccc(Cl)c(S(=O)(=O)N2CCCC2)c1	-10%	-5%	22%	13%	-7%	-3%	i	3%

(list continues)
SMILES | aSyn yeast inh | EPAC1 antag | FUS yeast rescue | TDP43 rescue | EPAC2 antag | EPAC1 ag | PTHR1 agonist | EPAC2 ag
CC1COCC(C)N1C(=O)c1cccnc1 (stereo not drawn) | -2% | 21% | -10% | 13% | 5% | -8% | i | 0%
CCOc1ccccc1NC(=O)CCNS(=O)(=O)c1cccc2nonc12 | -2% | 10% | 9%&8% | 13%&21% | 0% | 5% | -1%&-17% | 2%
O=C(N/N=C/c1ccc2nccnc2c1)c1ccc(Br)cc1 | -1% | -7% | 2% | 23% | 1% | 7% | i | -3%
Clc1ccc(Br)c(-c2nc3ccccc3[nH]2)c1 | -7% | -8% | -27% | 12% | 7% | 15% | i | 5%
CC(=O)Nc1nc(C)c(-c2csc(Nc3cccc(C(C)=O)c3)n2)s1 | -3% | -3% | 38% | 19% | -7% | 5% | -18% | 5%
COc1ccc(Nc2ncnc3sccc23)cc1OC | -1% | 1% | 7% | -1% | 5% | 1% | i | -1%
